# Screens: PubChem, Sanford-Burnham Center for Chemical Genomics
# CHOP UPR activ: activators of apoptotic arm of unfolded protein response (CHOP); CHO-CHOP luciferase reporter, UPR activation, luminescence; percent of tunicamycin response over DMSO baseline; activation, % at 10 µM; 330,000 compounds, 0.34% hits;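 active = at 10 µM dose, activation of 40% or more, normalized to positive control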;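 note: 100% = tunicamycin at 10 µg/mL and 0% = DMSO alone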
#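 assay system = CHO CHOP reporter cells | amount = 500 CHO-CHOP cells per well | buffer or medium = F12 with 10% FBS | incubation = 16-18 h cell attachment, then 6 h compound exposure, 37 °C | detection = luminescence read with Steady-Glo | read-out = percent activation relative to tunicamycin control | controls = tunicamycin high control, DMSO low control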
# XBP1 UPR activ: activators of adaptive arm of unfolded protein response (XBP1). CHO-XBP1 luciferase reporter, IRE1-XBP1 UPR activation, luminescence; percent of tunicamycin response, DMSO as zero. activation, % at 20 µM. 330,000 compounds, 0.33% hits. AID 463104;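 active = versus positive control, 20 µM dose yields 30% or more activation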;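 note: 100% = tunicamycin at 10 µg/mL and 0% = DMSO only wells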
#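 Assay system: IRE1-XBP1 luciferase reporter CHO line. Input: 1000 cells/well. Buffer or medium: F12 with 10% serum. Doses: 20 µM, 1% DMSO. Times: overnight seeding at 37 °C, 6 h compound treatment at 37 °C. Technique: Steady-Glo luciferase glow luminescence, 10 min after reagent addition.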
# CCR6 antagonist: blocks CCL20-driven beta-arrestin recruitment at human CCR6; P51684; CHO-K1 CCR6 PathHunter beta-arrestin, luminescence, CCL20-stimulated; inhibition, % at 20 µM; 340,000 compounds, 0.49% hits; AID 493098;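 active = compounds whose inhibition of the agonist-driven luminescence signal at 20 µM reaches about 50%, limit read from the data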;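 note: cells stimulated with CCL20 at 14 nM final; plate controls were DMSO with CCL20 for no effect and DMSO without agonist for full effect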
# Target sequence (P51684 whole entry, looked up): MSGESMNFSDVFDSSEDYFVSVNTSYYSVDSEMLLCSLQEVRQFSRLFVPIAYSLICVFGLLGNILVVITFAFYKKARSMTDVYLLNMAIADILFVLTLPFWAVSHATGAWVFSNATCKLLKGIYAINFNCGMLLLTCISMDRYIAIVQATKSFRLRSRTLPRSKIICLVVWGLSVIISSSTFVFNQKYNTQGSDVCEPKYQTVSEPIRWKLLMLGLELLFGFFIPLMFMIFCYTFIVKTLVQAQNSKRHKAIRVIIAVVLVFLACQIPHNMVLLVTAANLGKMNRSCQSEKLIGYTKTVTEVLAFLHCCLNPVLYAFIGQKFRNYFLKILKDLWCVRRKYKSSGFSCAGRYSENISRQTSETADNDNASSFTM
# Gli-Sufu block: antagonists of Gli-Sufu signaling; Sufu-KO-LIGHT fibroblasts, Gli luciferase reporter luminescence; inhibition, % at 5 µM; 340,000 compounds, 0.74% hits; AID 588413;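 active = inhibition above about 55%, limit read from the data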;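 note: 0% = DMSO-treated cells and 100% = wells with medium but no cells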
# CXCR6 inh: inhibitors of human CXCR6 receptor; 360,000 compounds, 0.36% hits; O00574; AID 602244; CHO-K1 PathHunter CXCR6 beta-arrestin, luminescence; inhibition, % at 20 µM; in the data active = inhibition above about 34%, passing the limit was not always enough;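 note: antagonist mode with CXCL16 agonist at 10 nM final; 0% = 10 nM CXCL16 with DMSO and 100% = unstimulated wells without agonist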
# Target sequence (O00574 whole entry, looked up): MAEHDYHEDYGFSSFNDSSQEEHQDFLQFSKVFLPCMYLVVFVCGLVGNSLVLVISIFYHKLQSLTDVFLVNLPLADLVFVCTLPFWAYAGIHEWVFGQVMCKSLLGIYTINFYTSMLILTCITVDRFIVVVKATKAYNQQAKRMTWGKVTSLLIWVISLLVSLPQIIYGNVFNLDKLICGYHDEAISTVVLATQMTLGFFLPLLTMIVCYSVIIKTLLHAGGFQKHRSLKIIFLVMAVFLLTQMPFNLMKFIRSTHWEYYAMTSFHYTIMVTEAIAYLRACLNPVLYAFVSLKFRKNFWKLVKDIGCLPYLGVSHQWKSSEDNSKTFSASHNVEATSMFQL
# EBI2 antag: blocks human EBI2 receptor beta-arrestin signaling. 360,000 compounds, 0.81% hits. inhibition, % at 5 µM. EBI2 beta-arrestin recruitment, luminescence, 7a,25-OHC stimulated. P32249. AID 651636; in the data active = inhibition above about 38%;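 note: enzyme fragment complementation signal reports receptor beta-arrestin coupling in cells; 0% = agonist plus DMSO wells and 100% = wells without agonist; some results beyond the cut were filed as inactive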
# Target sequence (P32249 whole entry, looked up, the tested form may be a part): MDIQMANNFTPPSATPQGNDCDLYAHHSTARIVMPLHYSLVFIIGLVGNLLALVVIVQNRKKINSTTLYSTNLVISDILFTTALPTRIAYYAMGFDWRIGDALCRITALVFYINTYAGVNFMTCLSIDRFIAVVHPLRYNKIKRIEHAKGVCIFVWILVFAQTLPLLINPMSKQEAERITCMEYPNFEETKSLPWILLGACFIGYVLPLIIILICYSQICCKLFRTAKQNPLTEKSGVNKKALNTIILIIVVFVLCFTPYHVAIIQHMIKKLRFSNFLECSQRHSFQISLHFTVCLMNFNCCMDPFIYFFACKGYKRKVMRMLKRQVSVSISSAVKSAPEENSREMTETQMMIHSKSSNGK
# Jurkat NFkB inh: inhibitors of the PMA/ionomycin-induced NF-kB reporter in Jurkat cells; PMA/ionomycin-induced NF-kB luciferase reporter, luminescence; inhibition, % at 4 µM; 330,000 compounds, 0.53% hits; in the data active = inhibition above about 50%
# Mdm2-MdmX inh: human Mdm2/MdmX binding inhibition. SaOS-2 split-luciferase Mdm2/MdmX complementation, luminescence. inhibition, % at 8 µM. 330,000 compounds, 3% hits. AID 485346;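 active = inhibition of at least 50% at 8 µM in the primary screen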
# 697 NFkB inh: lowers PMA/ionomycin-induced NF-kB signal in 697 B cells; 330,000 compounds, 0.33% hits; inhibition, % at 4 µM; AID 435022; 697 B-cell NF-kB luciferase reporter, 16 h; in the data active = inhibition above about 35%
# * = called active by the depositor; i = inactive; / = not tested or not shown. Rows are unselected; overall some 5% were active at least once.
# Sample of the layout:
SMILES | CHOP UPR activ | XBP1 UPR activ | CCR6 antagonist | Gli-Sufu block | CXCR6 inh | EBI2 antag | Jurkat NFkB inh | Mdm2-MdmX inh | 697 NFkB inh
O=C(C1COc2ccccc2O1)N1CCn2c(nc3ccccc32)C1 (stereo unspecified) | 0.5 | -1.2 | 5.3 | -14.1 | -0.3 | 3.3 | 4.3 | -3.3 | 2.4
O=C(NC1=NCCS1)c1ccc(Cl)cc1 | 3.4 | -1.7 | 8.7 | -76.5 | 2.0 | -1.2 | -87.2 | -45.5 | -126.6

# Main list, from the start:
SMILES | CHOP UPR activ | XBP1 UPR activ | CCR6 antagonist | Gli-Sufu block | CXCR6 inh | EBI2 antag | Jurkat NFkB inh | Mdm2-MdmX inh | 697 NFkB inh
O=C(C1COc2ccccc2O1)N1CCn2c(nc3ccccc32)C1 (stereo unspecified) | 0.5 | -1.2 | 5.3 | -14.1 | -0.3 | 3.3 | 4.3 | -3.3 | 2.4
O=C(NC1=NCCS1)c1ccc(Cl)cc1 | 3.4 | -1.7 | 8.7 | -76.5 | 2.0 | -1.2 | -87.2 | -45.5 | -126.6
CCc1nc2c(c(=O)c3ccccc3n2C)c(=O)n1CCc1ccc(OC)cc1 | 1.7 | -0.6 | / | / | / | / | -51.9 | 87.9* | i
O=C1NN=C(c2ccccc2)CC1c1ccc(Cl)cc1Cl (stereo unspecified) | 0.4 | -0.8 | 17.1 | -3.7 | 0.8 | 9.5 | 24.7 | 19.2 | 5.1
CN(C)S(=O)(=O)c1ccc(N)c([N+](=O)[O-])c1 | / | / | 2.7 | 6.4 | 8.7 | 3.9 | / | / | /
C/C(=N\O)c1c(O)cc(-c2ccccc2)n(-c2ccccc2)c1=O | 0.7 | -3.7 | -19.2 | 6.2 | -0.9 | -10.6 | 2.1 | 14.4 | 19.9
CC(=O)N1CC(C)Sc2ccc(S(=O)(=O)NC3CCCCC3C)cc21 (stereo unspecified) | -0.5 | -0.4 | 4.3 | -6.5 | -9.3 | -0.7 | 7.3 | 20.9 | -10.9
COC(Cc1n[nH]c(=S)n1-c1ccc(Cl)cc1)OC | -0.7 | -1.3 | 0.8 | 3.5 | 4.7 | -7.5 | -0.4 | -6.4 | -9.1
N#Cc1ccc(OCCOCCNC2CCCC2)cc1 | -1.5 | 0.2 | 11.8 | 10.0 | 7.1 | -17.2 | 5.1 | 23.6 | 5.9
COc1ccc(-c2cc(=O)c3ccccc3n2C)cc1 | -1.0 | 2.3 | 6.1 | 3.8 | 4.6 | -10.2 | -13.9 | -18.9 | -0.1
Cc1nc(NC(=O)c2cccc(Cl)c2)sc1-c1csc(Nc2cccc(Cl)c2)n1 | 2.8 | 2.6 | / | / | / | / | -23.1 | -2.8 | -116.7
CN(CC(=O)Nc1ccccc1Cl)C(=O)COC(=O)c1ccc([N+](=O)[O-])cc1Cl | 2.8 | -1.9 | -2.9 | -8.0 | -51.1 | -20.4 | -0.3 | 12.5 | 34.5

# Quoted at random: 2 records from the list, in no set order.
SMILES | CHOP UPR activ | XBP1 UPR activ | CCR6 antagonist | Gli-Sufu block | CXCR6 inh | EBI2 antag | Jurkat NFkB inh | Mdm2-MdmX inh | 697 NFkB inh
N#Cc1ccc(OCCOCCNC2CCCC2)cc1 | -1.5 | 0.2 | 11.8 | 10.0 | 7.1 | -17.2 | 5.1 | 23.6 | 5.9
O=C(NC1=NCCS1)c1ccc(Cl)cc1 | 3.4 | -1.7 | 8.7 | -76.5 | 2.0 | -1.2 | -87.2 | -45.5 | -126.6

# Later entries.
SMILES | CHOP UPR activ | XBP1 UPR activ | CCR6 antagonist | Gli-Sufu block | CXCR6 inh | EBI2 antag | Jurkat NFkB inh | Mdm2-MdmX inh | 697 NFkB inh
Cc1ccc(C)c(-n2ccnc2SCC(=O)c2c(N)n(C3CC3)c(=O)[nH]c2=O)c1 | 0.5 | -0.3 | 2.0 | -18.8 | 3.1 | -1.9 | 2.9 | 10.5 | 4.9
COc1ccccc1NC(=O)C(C)N(C)CC(=O)Nc1cccc2ccccc12 (stereo unspecified) | -0.4 | 3.9 | 16.8 | 3.9 | 1.9 | -1.3 | -4.4 | 1.5 | 2.8
COc1ccc(C(=O)OC/C(O)=C(\C#N)c2nc3ccccc3[nH]2)cc1S(=O)(=O)N1CCOCC1 | 0.1 | -3.9 | 9.3 | -1.9 | -7.5 | 5.1 | 38.8 | 15.4 | -19.1
Cc1ccccc1CNC(=O)Cn1ccc2cc(S(=O)(=O)N3CCCCCC3)ccc21 | 0.1 | -4.4 | 10.3 | 17.6 | 1.5 | 10.3 | 11.7 | 17.6 | 6.7
Cc1[nH]c2ccccc2c1C(=O)COC(=O)c1c(-c2c(F)cccc2Cl)noc1C | -3.2 | 0.0 | 1.1 | 17.9 | -3.2 | 20.6 | -19.2 | 11.3 | -20.6
COc1ccc(CCC(=O)NCc2cn3ccccc3n2)cc1 | -0.7 | -2.0 | 9.6 | -3.9 | 0.9 | 4.8 | -23.5 | 0.9 | 13.7
N#Cc1ccc(NC(=O)Nc2cccc(C#N)c2)cc1 | / | / | -4.4 | 0.7 | -11.1 | -8.1 | / | / | /
COc1cccc(-n2nnnc2SCC(=O)Nc2nc3c(s2)CCCC3)c1 | 0.4 | 10.8 | 4.8 | 8.5 | 9.5 | -5.9 | -18.9 | -8.3 | -10.9
CCCCOC(=O)C1[C@H]2C(=O)N(Cc3cccs3)C[C@]23C=C[C@H]1O3 (stereo partly specified) | -0.5 | 1.4 | 11.8 | 3.1 | 3.0 | -3.5 | 4.8 | 17.6 | 2.0
CN1/C(=C\C=N\NC(=O)c2ccccc2Br)C(C)(C)c2ccccc21 | 1.4 | -0.2 | 9.5 | -6.3 | -1.1 | -9.0 | 13.7 | 13.9 | -43.1
FC(F)(F)c1ccc(NCc2ccccn2)nc1 | 5.0 | -6.3 | -3.5 | -30.4 | -1.8 | -4.0 | -53.3 | 5.5 | -48.5
Cc1ccc(S(=O)(=O)Nc2ccc3cn[nH]c3c2)cc1C | -0.3 | 0.1 | -5.0 | -0.2 | 3.3 | -2.7 | -2.4 | 35.7 | 18.2
O=c1c2[nH]cnc2n(-c2cccc(Br)c2)c(=O)n1Cc1ccccc1 | 2.2 | -0.9 | 33.3 | 11.0 | 12.5 | -1.0 | -15.2 | -23.1 | -3.0
CCCCn1c(=N)n(CC(O)COc2ccccc2)c2ccccc21 (stereo unspecified) | 1.7 | -1.8 | -10.8 | 28.6 | -10.1 | 7.6 | 27.9 | 49.0 | 2.3
CCN1CCN(S(=O)(=O)c2ccc(Cl)c(C(=O)Nc3cc(Cl)ccc3N3CCOCC3)c2)CC1 | 0.4 | -3.2 | -1.4 | 23.0 | 0.0 | 2.7 | -13.5 | 21.9 | 6.8
CCC1Oc2ccc(C)cc2N(CC(=O)N(Cc2cccnc2)Cc2cccc(F)c2)C1=O (stereo unspecified) | 1.4 | 0.3 | -18.4 | 12.7 | 4.3 | 10.3 | 3.0 | 13.8 | 14.8
COC(=O)c1ccc(S(=O)(=O)c2ccc(C(=O)OC)s2)s1 | 0.0 | 2.5 | 4.3 | 1.5 | / | / | 5.1 | 24.5 | 12.6
CC(NS(=O)(=O)c1ccccc1)c1n[nH]c(=S)n1-c1ccccc1 (stereo unspecified) | -0.6 | -3.1 | 1.1 | 0.6 | -2.7 | 4.4 | -0.2 | -11.6 | 8.7
Cc1ccc(NC(=O)CSC(C)C(=O)OCC(=O)N2CCN(C(=O)c3ccco3)CC2)cc1 (stereo unspecified) | -0.7 | -2.8 | 7.8 | -1.3 | -6.1 | -7.7 | -1.8 | -21.3 | -1.5
CCc1nnc(NC(=O)CSc2nc(-c3ccccc3)cc(-c3ccc(OC)cc3)c2C#N)s1 | 93.1* | 58.2* | 13.3 | 4.8 | 4.1 | -4.9 | -4.6 | 87.5* | 3.6
CC1CN(C(=O)Cn2cc(SCC(=O)N3CCOCC3)c3ccccc32)CC(C)O1 (stereo unspecified) | -0.3 | -4.4 | -5.5 | -6.8 | -2.6 | -9.0 | -9.2 | 23.5 | -1.5
Cc1cccc(C)c1NC(=O)C(C)N1CCCCC1 (stereo unspecified) | 2.0 | -0.2 | -5.1 | 2.9 | 3.7 | -1.2 | -11.1 | 9.5 | 4.5
COc1ccc(NC(=O)c2ccc(Br)o2)cc1 | 4.4 | 2.6 | -0.9 | -89.2 | -0.9 | -1.9 | -63.7 | -7.7 | -43.0
CC(=O)Nc1cccc2c1C(=O)N(c1ccccc1OC(C)=O)C2=O | -0.2 | -2.1 | 13.1 | 1.9 | -4.6 | -10.9 | 0.3 | 15.4 | -8.4

# Quoted from the listing:
# CCN1CCN(S(=O)(=O)c2ccc(Cl)c(C(=O)Nc3cc(Cl)ccc3N3CCOCC3)c2)CC1 in CHOP UPR activ is listed with 0.4
# CC1CN(C(=O)Cn2cc(SCC(=O)N3CCOCC3)c3ccccc32)CC(C)O1 (stereo unspecified) in CXCR6 inh is listed with -2.6
# CC(NS(=O)(=O)c1ccccc1)c1n[nH]c(=S)n1-c1ccccc1 (stereo unspecified) in CCR6 antagonist is listed with 1.1
# CCCCn1c(=N)n(CC(O)COc2ccccc2)c2ccccc21 (stereo unspecified) in Mdm2-MdmX inh is listed with 49.0

# Further results.
SMILES | CHOP UPR activ | XBP1 UPR activ | CCR6 antagonist | Gli-Sufu block | CXCR6 inh | EBI2 antag | Jurkat NFkB inh | Mdm2-MdmX inh | 697 NFkB inh
CN(C)S(=O)(=O)c1ccc(C(=O)Nc2nnc(SCc3cccc4ccccc34)s2)cc1 | -1.0 | -1.9 | -3.6 | -12.6 | 0.0 | -0.7 | -7.2 | 1.5 | -34.9
O=C(c1ccccc1Cl)N(Cc1ccccc1F)N1C(=O)CCCC1=O | 0.5 | -2.5 | 7.1 | -24.1 | -4.1 | -11.5 | -4.1 | 3.0 | -27.6
Cc1cc(C)nc(SCC(=O)c2ccc([N+](=O)[O-])cc2)n1 | -0.3 | 1.6 | -14.8 | 0.5 | -3.6 | 6.3 | 7.3 | -17.8 | 27.7
Cc1c(Cl)c([N+](=O)[O-])nn1CC(=O)N1CCCC1 | -2.3 | -0.8 | 13.7 | 6.0 | 10.4 | -11.1 | -6.0 | 0.4 | 11.9
CC1(C)CC[C@]2(C(=O)O)CC[C@]3(C)C(=CC[C@@H]4[C@@]5(C)CC[C@H](O)C(C)(C)[C@@H]5CC[C@]43C)[C@@H]2C1 | 1.5 | -2.5 | -8.3 | -13.6 | -4.3 | -7.7 | 2.4 | 24.8 | 18.3
Cc1ccccc1N1CCN(CC(=O)Nc2nccs2)CC1 | 1.2 | -4.4 | -9.7 | -23.8 | 7.2 | -10.2 | 14.7 | 8.5 | -14.9
O=C(N=C1SC2CS(=O)(=O)CC2N1Cc1ccc(F)cc1)C1CC1 (stereo unspecified) | 2.3 | -1.0 | 14.5 | 1.9 | 2.5 | -11.4 | 12.8 | 17.9 | 4.9
O=C(O)c1ccc(Cl)c(S(=O)(=O)Nc2ccc(S(=O)(=O)N3CCCC3)cc2)c1 | -0.4 | -1.9 | 0.9 | -0.7 | 2.6 | 6.4 | 3.2 | 14.7 | 8.9
CCCn1c(=N)n(CCOc2ccc(OC)cc2)c2ccccc21 | -3.0 | -2.5 | 6.1 | 15.1 | 2.9 | 1.3 | 1.0 | 26.9 | -10.1
Cc1cnc(NC(=O)Cc2ccc(Br)cc2)s1 | 0.3 | 0.3 | 1.0 | -51.3 | 5.1 | -15.4 | 5.7 | 47.7 | 13.8
